DSG3 Ab inh: human desmoglein-3 autoantibody binding inhibition; DSG3-coupled beads, scFv-anti-DSG3-GFP binding, flow cytometry; hits give low values; binding (percent of control), % at 10 µM; actives 0.48% (n = 310,000);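 active = binding more than 3 SD below its plate's average and above zero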;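 also: hits lower antibody fragment binding to DSG3; some compounds called inactive have numbers as strong as hits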
OPRM1-OPRD1 ag: OPRM1-OPRD1 heterodimerization agonism. P35372+P41143. cells, luminescence. activation, % at 9.3 µM. actives 0.3% (n = 340,000); in the data active = activation above about 18%;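 also: 0% = vehicle-treated cells and 100% = reference agonist; values of inactives mirror those of a sister screen read the other way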
phage Ecoli inh: E. coli growth loss with phage present; AID 651602; actives 0.26% (n = 360,000); inhibition, % at 11.9 µM; growth absorbance; in the data active = inhibition above about 11%
Mot1-301 SUMO: inhibitors of SUMOylation pathway: yeast Mot1-301 growth rescue; AID 2716; growth rescue, % at 18.8 µM; actives 1% (n = 320,000); S. cerevisiae Mot1-301 growth rescue, ATP luminescence, 38.5C; percent above DMSO median, 100 means doubled;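 active = every valid replicate shows activation above 250% relative to neutral control wells; inactive = the rest, any valid replicate at or below 250%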;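 also: OY570 slx delta 5 strain wells were the positive control but not used for scaling; some compounds called inactive have numbers as strong as hits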
PKA-R1A act: activators of PKA-R1A complex | P00514+P68181 | PKA-R1A dissociation, Cy5-IP20 fluorescence polarization; scaled: DMSO 0%, 113 µM cGMP 100% | actives 0.083% (n = 340,000) | activation, % at 11.4 µM;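 active = percent activation above the mean of all tested compounds plus 3 SD, cut at about 19% in these data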;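 also: higher means more PKAc released from R1A so a rise in polarization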
HTR5A ag ctr: activates human HTR5A in OPRM1-OPRD1 agonist counter-screen. activation, % at 9.3 µM. actives 0.61% (n = 340,000). P47898. HTR5A agonist assay, luminescence, cell-based; in the data active = activation mostly above about 9.5%, no sharp cut-off; inactive = mostly below about 7.6%;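 also: 0% = cells with vehicle only and 100% = reference agonist; strong numbers were not always called active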
Target sequence (P47898 whole entry, looked up): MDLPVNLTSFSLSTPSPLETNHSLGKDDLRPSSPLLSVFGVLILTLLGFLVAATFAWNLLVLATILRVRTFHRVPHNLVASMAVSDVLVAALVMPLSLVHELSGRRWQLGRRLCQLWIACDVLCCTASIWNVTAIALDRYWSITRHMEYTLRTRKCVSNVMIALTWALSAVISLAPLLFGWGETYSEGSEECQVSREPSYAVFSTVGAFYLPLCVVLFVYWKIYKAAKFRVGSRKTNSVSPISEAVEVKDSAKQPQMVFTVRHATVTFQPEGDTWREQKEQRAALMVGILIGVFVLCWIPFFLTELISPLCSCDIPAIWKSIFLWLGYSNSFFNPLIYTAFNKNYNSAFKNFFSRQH
OPRM1-OPRD1 inv: inverse agonist of human OPRM1-OPRD1 heterodimerization; P35372+P41143; cell-based MOR-DOR heterodimer luminescence, inverse agonism; inhibition, % at 9.3 µM; actives 0.21% (n = 340,000); in the data active = inhibition above about 22%, passing the limit was not always enough;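 also: 0% = cells with DMSO and 100% = wells without cells with DMSO; values of inactives mirror those of a sister screen read the other way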
AddAB inh: less growth of phage-infected E. coli with AddAB; E. coli expressing H. pylori AddAB, absorbance growth; AID 435030; actives 0.29% (n = 330,000); inhibition, % at 11.9 µM; in the data active = inhibition above about 12%;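 also: 0% = vehicle wells of infected cells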
Ecoli viability: bacterial growth inhibition, counter-screen for AddAB inhibitors | E. coli V3065 growth, OD600 absorbance, 18 h | actives 0.27% (n = 330,000) | inhibition, % at 11.9 µM | AID 449728;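 active = inhibition above the campaign's mean inhibition across all tested compounds plus 3 SD, cut at about 9.9% in these data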;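 also: uninfected addAB+ strain grown without phage in ampicillin broth; 0% = DMSO wells and 100% = ciprofloxacin 0.95 µg/ml wells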
HTR5A inv ctr: inverse agonist of human HTR5A in OPRM1-OPRD1 counter-screen; HTR5A cell line, luminescence, inverse agonism; actives 0.083% (n = 340,000); AID 504634; inhibition, % at 9.3 µM; P47898; in the data active = inhibition mostly above about 23%, no sharp cut-off; inactive = mostly below about 18%;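 also: 0% = cells with DMSO and 100% = no-cell wells with DMSO; some compounds called inactive have numbers as strong as hits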
PfHsp90 set2: growth inhibition of yeast expressing Plasmodium Hsp90; S. cerevisiae expressing PfHsp90, BacTiter-Glo ATP, 48 h; yeast lacking PDR1 and PDR3 efflux regulators; inhibition, % at 9.4 µM; actives 0.32% (n = 310,000); AID 504621;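 active = every replicate shows inhibition above about 80%, whatever the replicate mean, limit read from the data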;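 also: 0% = DMSO neutral controls and 100% = 20 µM radicicol positive controls; yeast relying on Plasmodium falciparum Hsp90 in place of its own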
Starred values were filed as active, the others as inactive; x = no result given.

[1] COc1ccc(C(=O)NCC(=O)OCC(=O)Nc2cc([N+](=O)[O-])ccc2F)cc1
[2] COC(=O)CSC1=C(C#N)C(c2ccc(C(C)C)cc2)CC(=O)N1 (centres undefined)
[3] O=C(Cc1ccccc1)NCC(=O)N/N=C/c1ccc(Cl)cc1
[4] O=C(c1ccc(S(=O)(=O)N2CCOCC2)cc1)N1CCN(C2=NS(=O)(=O)c3ccccc32)CC1
[5] O=C(COC(=O)C1CC(=O)N(c2ccc3c(c2)OCCO3)C1)Nc1ccc2c(c1)CCC2 (centres undefined)
[6] COc1ccc(NC(=O)c2ccc3ncsc3c2)c2ccccc12
[7] CCOC(=O)C(/C(C)=N/NC(=O)c1ccccc1[N+](=O)[O-])C(C)C (centres undefined)
[8] CCN(CC(=O)Nc1ccc2c(c1)OCCO2)Cc1nc2cc(Cl)ccc2c(=O)[nH]1

Compound,1,2,3,4,5,6,7,8
DSG3 Ab inh,99.1,103.4,108.0,98.1,x,101.5,106.8,101.6
OPRM1-OPRD1 ag,-0.8,-0.7,-0.7,-2.1,0.2,-1.8,-1.6,-1.6
phage Ecoli inh,3.0,3.4,2.1,2.8,1.2,1.8,0.4,1.4
Mot1-301 SUMO,-18.6,12.9,-18.4,-24.6,-15.7,-7.3,-6.1,-25.8
PKA-R1A act,-1.6,-7.3,0.1,-11.6,-1.4,-5.4,-3.8,-5.4
HTR5A ag ctr,0.6,0.9,-6.3,-0.9,-3.5,1.6,2.0,5.5
OPRM1-OPRD1 inv,3.8,4.0,3.6,11.3,-0.9,9.1,8.1,6.4
AddAB inh,-1.1,0.3,1.1,0.8,2.2,-1.2,2.0,0.9
Ecoli viability,0.3,0.0,-0.8,-0.8,0.2,1.8,-2.0,0.7
HTR5A inv ctr,-1.4,-2.8,-11.1,3.0,8.4,1.4,-5.8,-4.2
PfHsp90 set2,-3.5,-7.4,9.7,18.4,5.6,9.6,9.2,-7.5

Brought forward from above: 2 entries, then new ones.
[7] CCOC(=O)C(/C(C)=N/NC(=O)c1ccccc1[N+](=O)[O-])C(C)C (centres undefined)
[8] CCN(CC(=O)Nc1ccc2c(c1)OCCO2)Cc1nc2cc(Cl)ccc2c(=O)[nH]1
[9] COCCCC1CCN(C(=O)C2CCC(=O)N(CC3CCCCC3)C2)CC1 (centres undefined)
[10] CN1CCN(CC(=O)Nc2c(C(=O)c3ccccc3)oc3ccccc23)CC1
[11] COc1ccc(C(=O)CC(=O)C(=O)Nc2ccc(C)c(Cl)c2)cc1
[12] CCCn1c(-c2cccc([N+](=O)[O-])c2)nc2c1c(=O)[nH]c(=O)n2Cc1ccccc1
[13] COc1ccc(NC(=O)CN(c2ccc(C)cc2)S(=O)(=O)c2c(C)nn(C)c2C)cc1
[14] O=C(OCCNC(=O)c1ccc2ccccc2n1)c1cccnc1
[15] CCCCCOC(=O)Cn1c(SCC(=O)Nc2ccccc2)nc2c1c(=O)[nH]c(=O)n2C
[16] Cc1ccccc1N(CC(=O)N/N=C/c1ccc(Cl)cc1)C(=O)c1ccccc1

Compound,7,8,9,10,11,12,13,14,15,16
DSG3 Ab inh,106.8,101.6,101.3,99.1,101.7,95.2,104.9,101.8,119.2,x
OPRM1-OPRD1 ag,-1.6,-1.6,-1.8,-0.5,-0.4,0.9,-3.5,0.0,3.6,7.6
phage Ecoli inh,0.4,1.4,0.4,0.6,0.8,2.0,1.2,1.1,1.5,0.5
Mot1-301 SUMO,-6.1,-25.8,-5.0,3.8,918.2*,13.8,-4.2,-6.1,3.0,x
PKA-R1A act,-3.8,-5.4,-2.3,0.0,-1.4,2.2,-3.1,3.6,3.1,-8.6
HTR5A ag ctr,2.0,5.5,1.0,-3.8,1.9,-0.7,-5.0,-4.2,7.4,-2.4
OPRM1-OPRD1 inv,8.1,6.4,9.8,3.0,1.9,-5.4,17.9,0.2,-20.5,-44.9
AddAB inh,2.0,0.9,x,2.8,2.7,4.2,0.9,-0.4,0.2,2.5
Ecoli viability,-2.0,0.7,x,-1.3,0.9,0.8,1.1,-1.2,1.8,0.0
HTR5A inv ctr,-5.8,-4.2,2.5,9.2,-6.8,12.8,4.2,10.9,-29.3,6.4
PfHsp90 set2,9.2,-7.5,3.4,-66.0,10.5,5.3,26.3,17.4,5.9,x

[17] Cc1cccc(C)c1NC(=O)COC(=O)c1ccccc1Nc1ccccc1
[18] Cc1nnc(NC(=O)c2ccc3ccccc3n2)s1
[19] O=C(Nc1nc(=O)c2ccccc2s1)c1ccc(Cl)cc1
[20] COc1cc2c(cc1OC)C1(CCCC1)CNC2C (centres undefined)
[21] CCOc1ccc(OCCCCOc2ccccc2C(C)=O)cc1
[22] CCOc1ccc2c(=O)c(-c3ccc4c(c3)OCCCO4)c(C)oc2c1
[23] CCCCc1c(O)nc2ccccn2c1=O
[24] COc1cccc(CNC(=O)C(=O)NCCC2CCCCN2S(=O)(=O)c2ccc(C)cc2)c1 (centres undefined)

Compound,17,18,19,20,21,22,23,24
DSG3 Ab inh,102.2,103.0,99.0,x,x,92.6,x,113.8
OPRM1-OPRD1 ag,2.8,-5.5,-2.4,-3.3,3.2,-2.9,-1.6,-2.4
phage Ecoli inh,-1.0,1.0,2.6,4.1,7.3,4.0,4.5,-1.9
Mot1-301 SUMO,-7.3,-5.4,-2.8,11.0,3.6,9.1,1.0,76.5
PKA-R1A act,-2.8,-1.3,-14.2,-0.6,2.2,-6.7,-0.7,-11.1
HTR5A ag ctr,0.7,-2.9,-1.0,-0.5,0.9,-2.2,3.8,-0.4
OPRM1-OPRD1 inv,-12.7,27.6,10.2,15.4,-16.5,14.5,8.8,13.3
AddAB inh,1.5,-0.4,1.1,2.0,3.9,2.9,1.2,4.1
Ecoli viability,-0.2,-1.8,-0.2,-1.6,-0.2,0.1,2.0,2.5
HTR5A inv ctr,15.2,1.8,2.5,-13.6,2.5,-2.5,-23.9,0.9
PfHsp90 set2,1.7,0.5,-10.2,-41.4,24.8,1.1,-8.9,-38.8

Compounds above containing an NH in an aromatic ring:
[8] CCN(CC(=O)Nc1ccc2c(c1)OCCO2)Cc1nc2cc(Cl)ccc2c(=O)[nH]1
[12] CCCn1c(-c2cccc([N+](=O)[O-])c2)nc2c1c(=O)[nH]c(=O)n2Cc1ccccc1
[15] CCCCCOC(=O)Cn1c(SCC(=O)Nc2ccccc2)nc2c1c(=O)[nH]c(=O)n2C

Compound,8,12,15
DSG3 Ab inh,101.6,95.2,119.2
OPRM1-OPRD1 ag,-1.6,0.9,3.6
phage Ecoli inh,1.4,2.0,1.5
Mot1-301 SUMO,-25.8,13.8,3.0
PKA-R1A act,-5.4,2.2,3.1
HTR5A ag ctr,5.5,-0.7,7.4
OPRM1-OPRD1 inv,6.4,-5.4,-20.5
AddAB inh,0.9,4.2,0.2
Ecoli viability,0.7,0.8,1.8
HTR5A inv ctr,-4.2,12.8,-29.3
PfHsp90 set2,-7.5,5.3,5.9

Next section.
[25] COc1cc(N/C=C2\CC(=O)NC(C)=C2C#N)cc(OC)c1OC
[26] CCCn1c(=O)n(C)c(=O)c2c(SCC(=O)NCc3ccco3)nc(C3CC3)nc21
[27] COc1ccc(C)cc1NC(=O)CSc1nnc(CC(=O)Nc2ccccc2F)n1C
[28] COc1cccc(NC(=S)N2CCC(NC(=O)C3CCCCC3)CC2)c1
[29] Cc1cccc(-n2c(SCC(=O)N(C)C3CCS(=O)(=O)C3)nc3ccccc3c2=O)c1C (centres undefined)
[30] COC(=O)c1cccc2c1-c1ccccc1/C2=N\NC(N)=O
[31] O=C(Nc1cc(SCCO)cc([N+](=O)[O-])c1)c1ccc(Br)o1
[32] CCOc1ccccc1N(CC(=O)N1CCOCC1)S(=O)(=O)c1ccccc1

Compound,25,26,27,28,29,30,31,32
DSG3 Ab inh,93.2,102.8,x,98.3,101.5,92.2,125.9,104.2
OPRM1-OPRD1 ag,0.0,-1.2,-4.0,-0.5,-4.1,-1.9,-0.9,-2.2
phage Ecoli inh,2.1,x,3.2,0.4,-0.6,1.6,0.3,1.9
Mot1-301 SUMO,-12.2,-8.3,-1.3,1.2,27.8,-7.2,1.8,x
PKA-R1A act,-3.9,-9.7,-1.4,7.7,-3.1,0.2,-4.3,4.8
HTR5A ag ctr,-1.8,-7.4,-5.3,3.7,-3.6,3.6,2.2,1.8
OPRM1-OPRD1 inv,-0.1,6.8,18.4,3.3,20.1,8.5,5.2,12.5
AddAB inh,1.6,-1.7,1.8,-0.6,0.4,-0.7,4.3,0.3
Ecoli viability,-2.6,-0.8,0.0,-1.4,-1.1,0.0,0.3,0.8
HTR5A inv ctr,4.6,13.5,13.5,11.6,11.5,-12.8,7.8,-4.0
PfHsp90 set2,-13.8,-2.1,7.1,-0.5,20.2,-14.5,1.0,5.4

[33] Cc1csc(NC(=O)c2ccc(S(C)(=O)=O)cc2)n1
[34] CCOC(=O)CSc1nnc(CNC(=O)c2ccco2)n1-c1ccc(F)cc1
[35] COc1cccc(CC(NC(C)=O)C(=O)NC2CCN(c3nnnn3-c3ccccc3)CC2)c1OC (centres undefined)
[36] CC(C)C(=O)Nc1ccc(C(=O)Nc2ccc(S(=O)(=O)N3CCOCC3)cc2)cc1
[37] Cc1cc(C2C(=O)CC(=O)CC2c2ccccc2)on1 (centres undefined)
[38] CC(Sc1ccc(Cl)cc1)C(=O)NNC(=O)c1csc(N2CCOCC2)n1 (centres undefined)
[39] OCCC1CN(C/C(Cl)=C/c2ccccc2)CCN1C1CCCC1 (centres undefined)
[40] CC1=C(CC(=O)c2ccc(Cl)cc2)C(=O)c2ccccc2C1=O
[41] COc1cccc(-n2c(=O)c3sccc3n(CC(=O)NC3CCCC3)c2=O)c1
[42] S=C(Nc1ccc2c(c1)OCO2)Nc1ccccc1Cl

Compound,33,34,35,36,37,38,39,40,41,42
DSG3 Ab inh,108.8,98.2,95.0,107.5,131.6,107.9,81.2,98.2,112.4,99.9
OPRM1-OPRD1 ag,-2.6,-1.3,-1.5,-0.9,-2.8,-0.6,-2.8,9.0,-2.0,2.1
phage Ecoli inh,2.9,1.2,0.8,x,0.2,1.8,2.7,5.9,-0.1,3.3
Mot1-301 SUMO,1.9,5.0,-9.1,12.2,14.0,-8.0,76.4,-21.1,1.6,3.9
PKA-R1A act,-16.1,1.7,-2.7,-9.7,2.3,-11.9,-7.1,9.0,4.7,-2.7
HTR5A ag ctr,1.1,4.8,5.1,1.6,2.2,1.2,3.9,1.2,-4.1,2.5
OPRM1-OPRD1 inv,12.4,6.7,7.6,4.5,12.0,3.4,13.9,-43.2,10.8,-11.6
AddAB inh,5.3,-0.8,0.7,-0.7,3.2,-0.4,2.6,0.8,3.4,1.2
Ecoli viability,1.6,0.8,-1.7,0.3,2.3,-0.2,1.2,2.3,3.0,1.2
HTR5A inv ctr,-2.6,-15.6,-4.8,-4.5,-13.9,2.7,-10.4,-2.9,11.7,-7.1
PfHsp90 set2,x,13.2,0.3,-9.9,-2.7,7.4,-10.2,-17.2,33.3,-0.8
